BH1578 lux ind – quorum light induction in luxS cqsA deficient V. cholerae | actives 0.16% (n = 350,000) | V. cholerae BH1578 lux reporter, luminescence, 6 h | activation, % at 18.7 µM | AID 588436; in the data active = activation mostly above about 9.7%, no sharp cut-off; note: not every result past the cut was called active; inactives centre near 0; reference of the scale not given here
Mtb BioA inh – inhibitors of Mycobacterium tuberculosis BioA enzyme; actives 0.096% (n = 360,000); purified M. tuberculosis BioA enzyme, plate reader; inhibition, % at 9.99 µM; AID 602481; in the data active = inhibition above about 40%
SSB-PriA inh – K. pneumoniae PriA-SSBct interaction inhibition; AlphaScreen SSBct-PriA binding, biotinylated peptide; inhibition, % at 33 µM; actives 0.6% (n = 430,000); in the data active = inhibition mostly above about 37%, no sharp cut-off; inactive = mostly below about 20%;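 note: plate controls were negative control peptide for no effect and reference peptide for full effect; strong numbers were not always called active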
MazEF act – activators of E. coli MazEF toxin-antitoxin RNase. actives 0.32% (n = 350,000). P0AE70. AID 504720. FAM/BHQ RNA-DNA oligo cleavage fluorescence, 5 h. activation, % at 20 µM; in the data active = activation above about 50%
SARS 3CLpro inh – SARS-CoV 3CLpro protease inhibition; P0C6X7; recombinant SARS-CoV 3CLpro, quenched FRET peptide cleavage; inhibition, % at 6 µM; actives 0.14% (n = 290,000); in the data active = inhibition above about 12%
Rv3671c inh – inhibits the M. tuberculosis serine protease Rv3671c | P9WHR9 | actives 0.048% (n = 320,000) | inhibition, % at 5.96 µM; in the data active = inhibition above about 38%;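 note: extracellular domain of Rv3671c used as enzyme; 0% = enzyme with DMSO and 100% = no enzyme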
Target sequence (P9WHR9 whole entry, looked up, the tested form may be a part): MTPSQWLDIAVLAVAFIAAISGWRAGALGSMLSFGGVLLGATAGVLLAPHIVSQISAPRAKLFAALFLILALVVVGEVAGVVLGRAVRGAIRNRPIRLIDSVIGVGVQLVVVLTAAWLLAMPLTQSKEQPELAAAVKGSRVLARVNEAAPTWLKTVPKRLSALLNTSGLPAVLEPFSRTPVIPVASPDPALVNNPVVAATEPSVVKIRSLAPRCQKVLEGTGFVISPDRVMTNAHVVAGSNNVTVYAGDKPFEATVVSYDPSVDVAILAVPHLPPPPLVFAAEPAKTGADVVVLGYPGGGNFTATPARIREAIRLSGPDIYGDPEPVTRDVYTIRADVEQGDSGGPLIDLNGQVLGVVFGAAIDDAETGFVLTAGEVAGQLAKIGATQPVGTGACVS
GDH-TPI counter – counter-screen for M. tuberculosis FBA inhibitors: GDH-TPI coupled enzymes; actives 1.2% (n = 360,000); GDH-TPI coupled enzyme counterscreen, NADH absorbance; inhibition, % at 4.8 µM; in the data active = inhibition above about 30%;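 note: 0% = DMSO wells and 100% = wells lacking the enzyme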
DUSP3 inh – blocks human VHR1 dual specificity phosphatase; recombinant VHR phosphatase, pNPP absorbance; inhibition, % at 13.3 µM; actives 0.52% (n = 290,000); in the data active = inhibition above about 50%; note: some compounds called inactive have numbers as strong as hits
Target sequence (P51452 whole entry, looked up): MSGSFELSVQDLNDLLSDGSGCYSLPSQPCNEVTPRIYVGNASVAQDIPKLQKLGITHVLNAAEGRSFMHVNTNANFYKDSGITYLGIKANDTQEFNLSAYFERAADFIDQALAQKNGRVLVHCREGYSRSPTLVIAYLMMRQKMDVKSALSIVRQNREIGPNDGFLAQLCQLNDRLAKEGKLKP
Mtb FBA inh – Mtb fructose-bisphosphate aldolase inhibition; P9WQA3; purified M. tuberculosis FBA, fluorescence read-out; inhibition, % at 1 µM; actives 2.3% (n = 360,000); in the data active = inhibition above about 27%;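 note: 0% = vehicle and 100% = reference inhibitor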
Mtb UGM inh – blocks M. tuberculosis UGM enzyme | inhibition, % at 10 µM | actives 0.06% (n = 320,000) | purified UGM, fluorescence polarization probe displacement; in the data active = inhibition above about 10%, passing the limit was not always enough
Target sequence (P9WIQ1 whole entry, looked up): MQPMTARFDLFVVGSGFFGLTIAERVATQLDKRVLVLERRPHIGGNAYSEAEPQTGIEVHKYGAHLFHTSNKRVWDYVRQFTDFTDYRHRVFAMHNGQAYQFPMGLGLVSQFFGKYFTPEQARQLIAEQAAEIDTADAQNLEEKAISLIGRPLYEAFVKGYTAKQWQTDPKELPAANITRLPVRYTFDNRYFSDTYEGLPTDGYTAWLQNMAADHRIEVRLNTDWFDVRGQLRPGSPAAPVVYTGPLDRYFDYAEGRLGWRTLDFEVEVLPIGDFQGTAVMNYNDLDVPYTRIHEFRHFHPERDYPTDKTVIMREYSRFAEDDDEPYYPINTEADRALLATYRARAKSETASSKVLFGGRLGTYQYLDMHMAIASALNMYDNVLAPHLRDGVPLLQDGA
* hit, by the source's call; i = inactive; x = no result given; & = joins results of further samples. A portion of the library, so the mix of outcomes need not match the whole.

SMILES | BH1578 lux ind | Mtb BioA inh | SSB-PriA inh | MazEF act | SARS 3CLpro inh | Rv3671c inh | GDH-TPI counter | DUSP3 inh | Mtb FBA inh | Mtb UGM inh
c1ccc(C(c2ccccc2)N2CCN(Cc3nnnn3C3CCCC3)CC2)cc1 | -0.4 | -0.9 | -4 | 8 | 6 | 3 | 14 | 39 | 5 | -1.1
O=C(NCc1ccco1)c1nnc(Cc2ccc(F)cc2)o1 | -0.3 | 0.2 | -18 | 8 | 0 | 4 | 0 | -3 | -1 | -0.2
CCCNC(=O)OCC12CC3CC(CC(C3)C1)C2 | -0.4 | x | -23 | -2 | 1 | -3 | 2 | 15 | 2 | -0.1
CC(C)=CCN1CC[C@@]2(C)c3cc(O)ccc3C[C@@H]1C2C (some centres undefined) | -0.3 | -0.4 | 7 | 4 | x | 2 | -9 | x | 0 | x
COc1cc(NS(=O)(=O)c2cn(C)cn2)cc(OC)c1 | -2.1 | -0.1 | -3 | 6 | 1 | 0 | 3 | 1 | 0 | 0.2
O=[N+]([O-])c1ccc(S(=O)(=O)Nc2cccc(-c3ccc(N4CCOCC4)nn3)c2)cc1 | i | 4.9 | 14 | -2 | x | -2 | 7 | x | 2 | 1.8
COC(=O)c1nnn(-c2nonc2N)c1CSc1ccc(Cl)cc1 | -0.5 | -0.5 | -7 | 8 | 2 | -8 | 4 | 6 | 3 | -0.4
CCc1cc2cc3c(cc2nc1SCC(=O)N1CCN(C(=O)c2ccco2)CC1)OCO3 | 1.0 | 23 | 9 | 6 | 4 | -6 | 26 | 14 | 1 | -0.3
COc1ccccc1NS(=O)(=O)c1cc(N)ccc1N1CCCC1 | i | 2.5 | -3 | 12 | x | 3 | 5 | x | 2 | 23*
c1csc(-c2nn[nH]n2)c1 | -0.2 | -0.3 | -8 | 0 | 1 | 6 | -2 | 27 | -1 | -0.6
O=C(COC(=O)c1cc([N+](=O)[O-])ccc1Cl)NC1CCCC1 | i | -1.1 | -9 | -2 | 0 | -1 | 9 | -41 | -1 | -2.1
CCN(C(=O)COC(=O)c1cccc(NS(=O)(=O)c2ccc(F)c(F)c2)c1)C1CCS(=O)(=O)C1 (centres undefined) | x | x | x | x | 1 | -2 | x | 23 | x | -1.0
COc1ccccc1CNC(=O)c1ccc2nc(N3CCOCC3)sc2c1 | -0.3 | -0.6 | -17 | -2 | -3 | -2 | 0 | 21 | 0 | 0.4
CCc1nnc(NS(=O)(=O)c2ccc(N/C=C/C(=O)c3ccc(C)cc3)cc2)s1 | i | -0.1 | 16 | 1 | -2 | -13 | 11 | -2 | 9 | 3.5
CN(CC(=O)Nc1ccc(Cl)c(Cl)c1)C(=O)CC1OC(=O)c2ccccc21 (centres undefined) | 4.8 | 3.9 | -11 | -6 | x | 1 | 2 | x | -3 | 0.0
Cc1cccc(CCNC(=O)C2CCN(S(=O)(=O)c3cccc4cccnc34)CC2)c1 | -0.3 | -1.1 | -7 | -4 | 3 | 0 | 0 | -2 | -1 | -0.3
COc1ccc(CN2CCC(Cc3ccccc3)CC2)cc1OC | 0.6 | 2.4 | 3 | 6 | -1 | -4 | -4 | 35 | 5 | -2.3
COCCN1Cc2cccc(C(=O)Nc3ccccc3OC)c2C1=O | i | -0.4 | -6 | 0 | -2 | 2 | 3 | 10 | -5 | 3.1
Cn1nc(C(=O)Nc2nc3ccccc3[nH]2)c2ccccc2c1=O | -0.1 | x | -5 | 8 | 1 | -2 | 10 | 30 | 4 | 1.4
CCC1CCCCN1Cc1nc2c(c(=O)n(C)c(=O)n2C)n1CCCc1ccccc1 (centres undefined) | -0.4 | -1.9 | -4 | 2 | x | 5 | 2 | 37 | 2 | 3.3
CC(=O)C1CCC2C3CCC4CC(O)CCC4(C)C3C(=O)CC12C (centres undefined) | -8.4 | x | -11 | 10 | x | x | 3 | x | -1 | x
COC(=O)c1ccc(C(=O)OC)c(NC(=O)CSCc2ccccc2Br)c1 | x | -0.4 | -4 | -1 | -2 | 11 | 19 | -27 | 1 | 1.3
Cc1n[nH]c(C)c1Sc1ccccc1N=Cc1cc(Cl)cc([N+](=O)[O-])c1O | 3.2 | -3.6 | -1 | -8 | 2 | -1 | 1 | -8 | -7 | 5.1
CCC(=O)N(CCc1ccc(OC)c(OC)c1)Cc1cc2ccc(C)cc2n2nnnc12 | -0.1 | x | -14 | 5 | 4 | -5 | 9 | -8 | 0 | 2.5
Cc1cc2cc3c(C)cc(=O)oc3c(C)c2o1 | -0.8 | -0.9 | -3 | 11 | 1 | 0 | -1 | 10 | 6 | -0.5

Following part:
SMILES | BH1578 lux ind | Mtb BioA inh | SSB-PriA inh | MazEF act | SARS 3CLpro inh | Rv3671c inh | GDH-TPI counter | DUSP3 inh | Mtb FBA inh | Mtb UGM inh
COc1ccc(NC(=O)CSc2n[nH]c(C(C)C)n2)c([N+](=O)[O-])c1 | -0.3 | 0.3 | 7 | -19 | -1 | 3 | 4 | 9 | 2 | -1.7
O=C(NC1CCCC1)c1ccccc1OCc1ccccc1 | -0.1 | x | -6 | 0 | 0 | -5 | 7 | 13 | 2 | -0.7
O=C(O)C1C2C=CC(C2)C1C(=O)N1CCOCC1 (centres undefined) | -0.4 | -1.6 | 0 | -7 | -1 | -2 | -3 | 2 | -4 | -5.1
Cc1noc(C)c1COC(=O)C1CCN(S(=O)(=O)c2ccc(F)cc2)CC1 | i | -0.1 | -1 | -6 | x | 5 | 16 | x | 1 | -0.4
O=C1N=c2ccc([N+](=O)[O-])cc2=C1c1sc(=O)[nH]c1O | i | -1.1 | -5 | 12 | -3 | -6 | 25 | -22 | -2 | 4.0
O=C(O)CC/C(=N\Nc1ccc(S(=O)(=O)N2CCCC2)cc1[N+](=O)[O-])c1cccs1 | -0.3 | 0.9 | i | -8 | 6 | x | 25 | 18 | -6 | x
CC(=O)NC(C)(c1ccccc1)c1nc(-c2ccc(S(C)(=O)=O)cc2)cs1 (centres undefined) | 0.4 | 0.1 | x | x | x | x | 0 | x | 1 | x
O=C(O)COc1ccccc1/C=N/NC(=O)CSc1nc2ccccc2n1Cc1ccccc1 | -0.6 | 5.8 | i | 6 | 8 | -6 | 11 | -20 | 1 | -1.1
CC(Sc1nnc(-c2ccco2)n1N)C(=O)NCc1ccc2c(c1)OCO2 (centres undefined) | -6.2 | -1.9 | -13 | 3 | x | x | -3 | x | 2 | x
COc1cc(CNC2CCCCC2OC)cc(OC)c1 (centres undefined) | -0.2 | -2.3 | 4 | -4 | 2 | -1 | -1 | 17 | -3 | 0.3
Cc1ccccc1OCC(=O)N/N=C/c1ccc(N(C)C)cc1 | 0.3 | 0.3 | x | 15 | 2 | -6 | 19 | 13 | 22 | 2.3
COC(=O)c1ccc(/C=N/Nc2nc(C)c(C)s2)cc1 | 0.2 | -1.4 | i | -5 | 0 | 3 | 23 | 4 | 11 | 1.1
Cc1cc2sc3ccc(C#CC4(O)CCCCC4)cc3c(=O)c2cc1C | i | -0.9 | -3 | -9 | x | -20 | 3 | x | 2 | -0.8
COc1ccc(-n2sc3ccc(F)cc3c2=O)cc1 | -0.4 | -0.1 | 10 | -11 | x | 2 | 9 | x | 2 | 0.6
Cc1ccc(S(=O)(=O)N(Cc2cccc(C)c2)C(=O)N2CCN(C)CC2)cc1 | i | -0.8 | -5 | 1 | x | 5 | -7 | x | 2 | -1.9
CN(C)S(=O)(=O)c1ccc(C(=O)NC2CCCc3ccccc32)cc1 (centres undefined) | -0.3 | 0.2 | 2 | -2 | 6 | 2 | 4 | -10 | 0 | -1.6
COc1ccc(-c2nc(SCC(=O)NCc3ccco3)c(-c3ccccc3)[nH]2)cc1OC | i | -0.1 | 17 | -3 | 6 | 12 | 10 | 16 | -3 | 3.4
Cc1ccc(CSC2=Nc3ccccc3C3=NC(CCC(=O)NCc4ccco4)C(=O)N23)cc1 (centres undefined) | i | -1.4 | 5 | 5 | 5 | -8 | 4 | 14 | 3 | 3.2
CCCCCCC(=O)N(O)C1CC(=O)N(Cc2ccccc2)C1=O (centres undefined) | -0.4 | -1.4 | -12 | -5 | -4 | -8 | 12 | -9 | 2 | -0.6
COc1ccccc1-n1cnnc1SCc1csc(-c2ccccc2)n1 | i | x | 3 | -6 | 4 | 2 | -9 | 22 | 1 | 2.7
CC(C)(C)[C@H]1C=C(C(=O)N2CCN(Cc3ccc4c(c3)OCO4)CC2)O[C@@H](OCCCCO)C1 | i | 1.2&0.7 | -5 | 8 | 4 | -3 | 1 | 12 | -1 | 1.3
CCc1nc(SCC(=O)NCCc2ccc(OC)c(OC)c2)c2c(=O)n(C)c(=O)n(C)c2n1 | -0.2 | -0.8 | 2 | -2 | x | 7 | 2 | 1 | 1 | -1.0
CCC(CC)NC(=O)COC(=O)c1ccc2c(c1)C(=O)N(Cc1ccco1)C2=O | 0.6 | -2.0 | 0 | -19 | -1 | -4 | 3 | 21 | -3 | -1.5
Cc1cc(C)c2nc(-c3ccccn3)cc(C(=O)NCCc3ccc(S(N)(=O)=O)cc3)c2c1 | -2.0 | -1.9 | 4 | -8 | -4 | -41 | 5 | -5 | 39* | 3.1
COCCCNC(=O)COc1ccc(S(=O)(=O)NCc2ccccc2)cc1Cl | -0.5 | 2.0 | -1 | 0 | -5 | -8 | 4 | -17 | 1 | -1.3

(list continues)
SMILES | BH1578 lux ind | Mtb BioA inh | SSB-PriA inh | MazEF act | SARS 3CLpro inh | Rv3671c inh | GDH-TPI counter | DUSP3 inh | Mtb FBA inh | Mtb UGM inh
c1ccc(Oc2ccc(-c3cc(NCCc4cccnc4)n4nccc4n3)cc2)cc1 | -0.5 | -1.0 | x | x | x | x | 6 | x | 13 | x
O=C(O)C1C2C=CC(C2)C1C(=O)N1CCN(C/C=C/c2ccccc2)CC1 (centres undefined) | -5.9 | 0.6 | 8 | 2 | -2 | -7 | -3 | 12 | -2 | 3.2
C[C@H](/C=C/[C@@]1(O)[C@H](C)C[C@H](O)CC1(C)C)O[C@@H]1O[C@H](CO)[C@@H](O)[C@H](O)[C@H]1O | -0.3 | -0.3 | -14 | -1 | x | -1 | 4 | x | 2 | 5.2
O=S(=O)(c1cccc2nonc12)N1CCCCCC1 | i | x | 5 | 1 | 3 | -1 | -8 | -17 | -2 | -2.4
CCN(CC(=O)Nc1ccc(NC(C)=O)cc1)CC(=O)Nc1ccccc1C(=O)c1ccccc1 | -1.4 | 0.9 | -5 | 2 | 5 | -3 | 5 | 13 | 3 | -0.5
O=c1c2cc(-c3ccccc3)sc2nc2n1N=C(c1ccccc1)CS2 | -1.0 | x | 4 | -29 | -8 | -3 | -2 | 9 | -1 | 2.6
Cc1ccc(C)c(-c2nnc(NC(=O)CCS(=O)(=O)c3ccc(F)cc3)o2)c1 | 3.5 | x | -5 | 6 | x | 1 | 0 | x | 5 | -3.3
O=C(NNC(=O)c1ccc2nc[nH]c2c1)c1ccccc1 | 0.0 | 0.4 | -2 | 3 | x | -5 | 4 | x | -1 | 0.3
CCOC(=O)C1CCCN(C(=O)/C=C/c2ccccc2)CC1 (centres undefined) | -0.2 | -0.3 | x | x | x | x | 8 | x | 2 | x
OCCNc1nc2nonc2nc1NCCO | -1.1 | x | -5 | -5 | 1 | -2 | 6 | 7 | 3 | -0.4
O=C(Nc1ccccc1)/C(=C\c1ccc(F)cc1)NC(=O)c1ccco1 | -0.2 | -4.0 | -15 | 0 | 0 | 8 | -5 | 5 | -3 | 5.0
COC1CCN(C(=O)c2cc(COc3ccc(-n4cncn4)cc3)on2)CC1 | -0.6 | -1.3 | -9 | 7 | -4 | -8 | 8 | 2 | -3 | -1.6

Whole records as entered above.
Profile of c1ccc(Oc2ccc(-c3cc(NCCc4cccnc4)n4nccc4n3)cc2)cc1 = BH1578 lux ind = -0.5; Mtb BioA inh = -1.0; SSB-PriA inh = x; MazEF act = x; SARS 3CLpro inh = x; Rv3671c inh = x; GDH-TPI counter = 6; DUSP3 inh = x; Mtb FBA inh = 13; Mtb UGM inh = x
Profile of O=C(O)C1C2C=CC(C2)C1C(=O)N1CCN(C/C=C/c2ccccc2)CC1 (centres undefined) = BH1578 lux ind = -5.9; Mtb BioA inh = 0.6; SSB-PriA inh = 8; MazEF act = 2; SARS 3CLpro inh = -2; Rv3671c inh = -7; GDH-TPI counter = -3; DUSP3 inh = 12; Mtb FBA inh = -2; Mtb UGM inh = 3.2

Source: PubChem (several laboratories)
